NOD1 inhibition: NOD1 signaling inhibitors, primary screen, cell-based, luminescence, uHTS (AID 1578). one-dose inhibition, % at 4 µM; EC50 in µM for titrated hits. NOD1-driven NF-kB luciferase reporter cells, luminescence; higher % means a stronger effect. actives 1% (n = 290,000); in the data active = inhibition mostly above about 36%, no sharp cut-off; inactive = mostly below about 34%;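 also: HEK-293T reporter cells stimulated with the NOD1 agonist gamma-tri-DAP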
KOR beta-arrestin-1: KOR agonists, beta-arrestin recruitment, primary screen, cell-based, luminescence, uHTS (AID 1777); Kappa-type opioid receptor (Homo sapiens); KOR beta-arrestin recruitment, luminescence; higher % means a stronger effect; actives 0.02% (n = 280,000); one-dose activation, % at 10 µM; EC50 in µM for titrated hits; in the data active = activation above about 50%, passing the limit was not always enough; also: a part of the inactive calls stands beside numbers as strong as those of hits
P. falciparum M17LAP: P. falciparum M17LAP inhibitors, primary screen, biochemical, fluorogenic H-Leu-NHMec substrate, 1536-well (AID 1619); Leucine aminopeptidase (Plasmodium falciparum (isolate 3D7)); recombinant M17LAP, H-Leu-NHMec fluorogenic kinetic assay; higher % means a stronger effect; actives 0.38% (n = 220,000); one-dose inhibition, % at 30 µM; IC50 in µM for titrated hits;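 active = compound inhibiting the enzyme by more than half at any dose during confirmatory dose-response retesting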;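 also: plate controls were full reaction with DMSO carrier for no effect and no enzyme background for full effect; strong numbers were not always called active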
HEK293 NOD2/NF-kB: NOD2 signaling inhibitors, cell-based, luminescence, uHTS, HEK293 (AID 1566); HEK293 NOD2/NF-kB luciferase reporter, luminescence; higher % means a stronger effect; inhibition, % at 4 µM; hits with a dose series show EC50 in µM; actives 0.63% (n = 290,000); also: many of its hits are not listed in these tables
M1AAP inhibition: P. falciparum M1AAP inhibitors, biochemical, fluorogenic H-Leu-NHMec substrate, 1536-well (AID 1445); inhibition, % at 30 µM, or IC50 in µM where a hit was titrated; recombinant M1AAP, H-Leu-NHMec fluorogenic kinetic assay; higher % means a stronger effect; actives 0.42% (n = 220,000);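 active = primary inhibition above the hit cutoff, then over 50% inhibition at one or more dose response concentrations, cut at about 23% in these data, passing the limit was not always enough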;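 also: plate controls were DMSO full reaction for no effect and no enzyme background for full effect; strong numbers were not always called active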
GPR55 beta-arrestin: GPR55 agonists via beta-arrestin recruitment, primary screen, imaging, U2OS cells, beta-arrestin-GFP redistribution (AID 1961). U2OS GPR55 beta-arrestin-GFP redistribution imaging; higher % means a stronger effect. actives 0.048% (n = 290,000). activation, % at 10 µM, or EC50 in µM where a hit was titrated. G-protein coupled receptor 55 (Homo sapiens);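 active = activation above 40% with more than 50 cells counted in the well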;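 also: U2OS osteosarcoma cells stably expressing GPR55 and beta-arrestin-GFP; plate controls were DMSO negative control for no effect and LPI positive control for full effect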
Dynein transport: inhibitors of GR-EGFP nuclear translocation, primary screen, dynein cargo transport inhibitor project, imaging, high-content, 3617.4 mouse cells | test concentration mostly 20 µM; stimulated with dexamethasone, 1 µM; active compounds read low | z-score, hits read low | actives 0.47% (n = 220,000);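 active = plate z-score of nuclear minus cytoplasmic receptor signal below a set negative limit, without overly bright fluorescence or cell loss, cut at about -3.5 in these data, passing the limit was not always enough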;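 also: z-score of nuclear minus cytoplasmic ring GR-EGFP intensity difference per well; some compounds called inactive have numbers as strong as hits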
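Buffer or medium: tet-free medium with charcoal-stripped serum / Also added: dexamethasone agonist, 1.0 µM final, for 30 min / Timing: induction 48 h, compound 1 h, agonist 30 min / Measured by: high-content fluorescence imaging after fixation / Read-out: nuclear-to-cytoplasmic GR-EGFP distribution per well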
KOR beta-arrestin-2: KOR antagonists, beta-arrestin recruitment, cell-based, luminescence, uHTS (AID 1778); KOR beta-arrestin recruitment, luminescence, antagonist mode; higher % means a stronger effect; inhibition, % at 10 µM, or IC50 in µM where a hit was titrated; actives 0.091% (n = 290,000); also: strong numbers were not always called active
AID2073: inhibitors of Mint1-CaV2.2 protein interaction, biochemical, HTRF (AID 2073) | Voltage-dependent N-type calcium channel subunit alpha-1B (Homo sapiens) | HTRF protein-protein interaction, Mint1-CaV2.2; higher % means a stronger effect | inhibition, % at 20 µM, or IC50 in µM where a hit was titrated | actives 0.19% (n = 290,000); in the data active = inhibition mostly above about 51%, no sharp cut-off; also: some results filed as inactive read as strong as hits
Dynein transport cytoplasmic EGFP: recorded beside Dynein transport, whose call it bears; z-score; measured here: cytoplasmic GR-EGFP intensity; active compounds read high
Dynein transport nuclear GR-EGFP: recorded beside Dynein transport, whose call it bears; z-score; measured here: nuclear GR-EGFP intensity;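 lower value marks the stronger effect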
Dynein transport cell count: further read-out of Dynein transport, marked with its call; z-score; measured here: cell count per field
* marks the source's active call; other numbers are inactive results; nt = no result given; [ ] = remark or other dose. Rule as the data show it, unless noted: active = inhibition above about 50%; inactive = the rest.

SMILES | NOD1 inhibition | KOR beta-arrestin-1 | P. falciparum M17LAP | HEK293 NOD2/NF-kB | M1AAP inhibition | GPR55 beta-arrestin | Dynein transport | Dynein transport cytoplasmic EGFP | Dynein transport nuclear GR-EGFP | Dynein transport cell count | KOR beta-arrestin-2 | AID2073
COC(=O)C1CN(S(=O)(=O)c2ccc(C)cc2)CCN1S(=O)(=O)c1ccc(C)cc1 (stereo not drawn) | -2.3% | 0.3% | -1.1% | 16.2% | -1.4% | 0.0% | -1.27 | -0.332 | -0.541 | 0.759 | -32.0% | 13.2%
Cc1[nH]cnc1C(=O)N/N=C/c1c(Cl)cccc1Cl | -15.5% | -0.7% | nt | -63.3% | nt | -0.1% | nt | nt | nt | nt | 14.0% | 2.2%
CCN(CC)CCn1c(SCC(=O)Nc2ccc(F)cc2)nc2c(sc3ccccc32)c1=O | -24.6% | -4.2% | -23.3% | 11.9% | 5.6% | 0.5% | -0.434 | -0.371 | -0.208 | 0.557 | -34.5% | -10.3%
COCC1CCN(C(=O)c2cc(COc3ccc(-n4cncn4)cc3)on2)C1 (stereo not drawn) | -19.4% | 1.6% | nt | 11.4% | nt | -0.1% | nt | nt | nt | nt | -15.5% | 10.5%
Cc1nccn1-c1ccc(C(F)(F)F)cc1[N+](=O)[O-] | -19.8% | -5.9% | 4.8% | 17.2% | -3.3% | 1.1% | -0.937 | -0.0469 | -0.351 | 0.511 | -5.8% | -5.1%
Cc1ccc(-c2nn(C)c(=O)c3ccccc23)cc1CNS(C)(=O)=O | 14.2% | 9.9% | -3.9% | -16.8% | 0.7% | 0.0% | 0.689 | -0.283 | 0.69 | -0.725 | -34.4% | 2.8%
CCOC(=O)Cc1cc(=O)n2[nH]c(C)c(-c3ccccc3OC)c2n1 | -22.0% | nt | 6.6% | 9.5% | 11.3% | 0.2% | 1.73 | -0.0919 | 1.36 | -2.13 | -16.4%[20 µM] | 11.9%
COc1ccc(N2CCN(C(=O)C3CC(=O)N(c4ccc(C)cc4)C3)CC2)cc1 (stereo not drawn) | -27.1% | -5.2% | -3.1% | 2.5% | -1.3% | -0.2% | -0.49 | -0.197 | -0.157 | 0.244 | 10.9% | -9.3%
C=C(C)c1cccc(C(C)(C)NC(=O)NC2CCN(Cc3ccccc3)CC2)c1 | 2.4% | -1.6% | nt | 14.1% | nt | -0.1% | nt | nt | nt | nt | 21.3% | -8.1%
CC(=O)N1CN(Cc2ccccn2)Cc2c1sc1c2CCCC1 | -11.9% | -1.1% | -2.2% | 8.4% | 1.5% | -0.2% | -0.735 | -0.126 | -0.117 | 0.465 | -19.8% | -18.4%
CN(CCc1cn[nH]c1)C(=O)CC1C(=O)NCCN1Cc1ccccc1C(F)(F)F (stereo not drawn) | -6.1% | nt | -8.1% | 12.8% | 0.4% | -0.1% | -0.641 | -0.168 | -0.397 | -0.455 | 7.5%[20 µM] | -14.9%
COc1nc(NCc2cccnc2)nc(NC2CCCCC2)n1 | -37.6% | -2.9% | 4.0% | -4.7% | 0.3% | 1.4% | 3.52 | -0.222 | 2.5 | -2.02 | 11.1% | -1.4%
Cc1cc(O)c2c(-c3ccccc3)cc(=O)oc2c1 | -35.5% | -0.1% | -7.1% | 4.8% | 0.4% | -0.2% | -0.00883 | -0.206 | -0.19 | 0.678 | 5.8% | 3.6%
COc1cccc(NC(=S)N(CCCN2CCC(C)CC2)Cc2cccs2)c1 | -20.5% | 0.1% | 2.4% | -13.2% | 1.1% | 0.5% | -0.00522 | -0.276 | 0.318 | 0.466 | -11.8% | -42.1%
CCOc1ccc2ccccc2c1CNc1nnnn1C | -15.8% | -3.5% | 3.0% | 0.7% | -2.4% | -0.1% | 0.362 | -0.235 | 0.0721 | 0.587 | 3.2%[20 µM] | -1.4%
COc1ccc(C2C(C#N)=C(N)Oc3n[nH]c(-c4ccccn4)c32)c(OC)c1OC (stereo not drawn) | 5.7% | 5.0% | 104.7% | 3.2% | 2.4% | -0.1% | 0.617 | -0.185 | 0.774 | -1.69 | -18.0% | 1.3%
Cc1c(Cl)c([N+](=O)[O-])nn1CC(=O)N1CCc2ccccc2C1 | 14.9% | 2.2% | 2.9% | -1.7% | 0.7% | -0.1% | -0.529 | -0.196 | -0.784 | 0.177 | -33.1% | 16.7%
CC1=C(C(=O)OCc2ccccc2)C(c2cccc([N+](=O)[O-])c2)NC(=O)N1 (stereo not drawn) | 13.3% | -2.1% | nt | 19.8% | nt | -0.3% | nt | nt | nt | nt | -41.1%[20 µM] | 6.7%
O=C(Nc1ccccc1)Nc1ccc(-n2ccc(C(F)(F)F)n2)cc1 | -5.1% | -0.5% | -1.1% | -78.7% | 4.1% | 0.0% | 0.0923 | -0.255 | -0.22 | 0.0572 | -5.1% | 23.9%
CCOC(=O)N1CCC(=NNc2nc3ccccc3s2)CC1 | -11.7% | 0.7% | 0.1% | -61.2% | 0.3% | -0.4% | -0.0132 | -0.253 | -0.0386 | 1.06 | 9.9% | -5.3%
CN(C)S(=O)(=O)c1ccc(NC(=O)c2cc(F)c(F)cc2Cl)cc1 | nt | 3.1% | 12.6% | -8.6% | 0.7% | -0.3% | -0.106 | -0.161 | -0.884 | -0.374 | -9.9% | 5.7%
Cc1ccc(C)c(-c2nnc(OCC(=O)Nc3cc(C)on3)c3ccccc23)c1 | 2.6% | 5.1% | 2.5% | 3.9% | 2.5% | 0.3% | -0.0577 | -0.325 | 0.115 | -0.274 | -42.5% | 4.6%
COC(=O)C(C)Oc1ccc(Cc2ncc(C(F)(F)F)cc2Cl)cc1 (stereo not drawn) | -7.6% | -2.6% | nt | -2.0% | nt | -0.1% | nt | nt | nt | nt | 4.9% | -8.7%
COc1cc(/C=N/NC(=O)CCc2n[nH]c(=O)[nH]c2=O)cc(OC)c1OC | -19.5% | -4.1% | 7.6% | 8.0% | -4.9% | -0.2% | 0.389 | -0.268 | 0.293 | 0.863 | -13.9% | -1.2%
Cn1c2ccccc2c2cc(C(=O)N3CCOCC3)sc21 | 20.8% | -0.1% | 11.4% | -22.2% | 4.4% | 0.8% | 2.79 | -0.208 | 0.654 | -0.89 | -7.3% | -25.9%
CC(CN1CCCCC1)c1ccccc1 (stereo not drawn) | -12.6% | -3.3% | nt | 7.7% | nt | -0.1% | nt | nt | nt | nt | -21.4%[20 µM] | 4.8%
CC(c1nccs1)N(C)c1nc2nonc2nc1NC1CC1 (stereo not drawn) | -36.2% | -0.9% | nt | 1.5% | nt | 0.3% | 0.797 | -0.0473 | 1.01 | -1.12 | -14.3% | 4.8%
Cc1ccc(Cl)cc1NC(=O)C1C2CCC(O2)C1C(=O)O (stereo not drawn) | -27.9% | -0.3% | nt | 11.1% | nt | 0.0% | nt | nt | nt | nt | -43.3%[20 µM] | -2.8%
Cc1noc2ncnc(Oc3ccc(F)cc3)c12 | -35.2% | 6.7% | -11.9% | -1.6% | 2.5% | -0.2% | 0.0553 | -0.234 | 0.432 | 0.589 | -20.4% | -4.5%
Cc1ccc(N=Nc2c(O)n(CN3CCOCC3)c3ccccc23)cc1 | -47.6% | 0.0% | 3.4% | -160.1% | 6.7% | -0.3% | -1.25 | 0.543 | -0.783 | 0.692 | -19.1% | -7.7%
CCOC(=O)NC(=O)COC(=O)c1ccc(Sc2ncn[nH]2)c([N+](=O)[O-])c1 | -32.4% | -4.9% | 44.1% | 7.3% | 2.7% | 0.2% | 2.4 | 0.0716 | 1.19 | -0.91 | 16.8% | 8.5%
COc1ccccc1N1CCN(S(=O)(=O)c2c(C)ccc3nsnc23)CC1 | -11.1% | 1.7% | 1.7% | 7.8% | 3.3% | -0.4% | -0.997 | -0.27 | -0.705 | 0.854 | -34.8% | -0.1%
c1ccc(C2CCC3(CC2)Oc2ccccc2C2CC(c4cccnc4)=NN23)cc1 (stereo not drawn) | -1.7% | 6.6% | 21.5% | -11.2% | 9.1% | -0.4% | -1.14 | -0.216 | -0.783 | 0.467 | -1.4% | 7.6%
CN(C)S(=O)(=O)Oc1cccc(C(=O)Nc2ccc(Cl)cc2)c1 | 45.2% | -2.3% | -1.7% | -33.0% | -2.0% | 0.2% | -0.646 | -0.229 | -0.387 | 0.575 | 2.8% | 15.7%
COc1cc(C=C2C(=O)OC(C)(C)OC2=O)ccc1OCC(=O)Nc1ccccc1 | -35.1% | -4.4% | 16.7% | -23.7% | 5.3% | -0.3% | 0.828 | -0.301 | 0.203 | 0.0401 | -1.3% | -9.3%
Cc1c(C(=O)NCc2ccc3c(c2)OCO3)cccc1[N+](=O)[O-] | -5.4% | -3.3% | 11.1% | -20.4% | -2.0% | 0.0% | -1.05 | -0.241 | -0.825 | 1 | 8.8% | -7.2%
Cc1nc(S/C(=C\c2ccc(-c3ccc(C(=O)O)c(Cl)c3)o2)C(=O)O)n[nH]1 | 1.0% | -1.1% | 50.4% | 9.3% | 11.3µM* | -0.3% | -0.592 | -0.275 | -0.282 | 0.102 | 11.0% | 55.3%
Cc1cc2c3c([nH]c2cc1S(=O)(=O)N1CCC2(CC1)OCCO2)CCCC3=O | 2.3% | 7.1% | nt | 48.1% | nt | 0.0% | nt | nt | nt | nt | -38.2% | 1.4%

An excerpt from above, reduced to GPR55 beta-arrestin.
SMILES,GPR55 beta-arrestin
Cc1c(C(=O)NCc2ccc3c(c2)OCO3)cccc1[N+](=O)[O-],0.0%
Cc1nc(S/C(=C\c2ccc(-c3ccc(C(=O)O)c(Cl)c3)o2)C(=O)O)n[nH]1,-0.3%
Cc1cc2c3c([nH]c2cc1S(=O)(=O)N1CCC2(CC1)OCCO2)CCCC3=O,0.0%

Bioassay records from PubChem BioAssay.

A portion of the library, so the mix of outcomes need not match the whole.
